Screening results: PubChem BioAssay, several laboratories
OXTR potentiator – human OXTR potentiation | P30559 | CHO-OTR cells, Fluo-8 calcium fluorescence, potentiator mode; 0% = oxytocin EC15, 100% = EC100 | activation, % at 3 µM | 320,000 tested, 0.061% active | AID 2445;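 active = activation above that plate's cutoff, the mean activation of tested compounds plus 3 SD, cut at about 6.6% in these data, passing the limit was not always enough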;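 also: 100% uses oxytocin at 75 nM as the full agonist control; some results filed as inactive read as strong as hits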
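System: human OTR in CHO cells / Also added: sub-maximal oxytocin, roughly EC15 / Control set: EC15 oxytocin low, 75 nM oxytocin high / Schedule: 6 min compound pre-incubation at room temperature, 100 s kinetic read / Compound: single-point 3.0 µM / Replication: singlicate / Technique: Fluo-8 calcium dye fluorescence / Read-out basis: % activation of max/min ratio relative to oxytocin controls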
MEKK2wt PB1 HTS – raises or lowers MEK5 binding to wildtype human MEKK2 PB1 domain | binding response (% of control), % at 10 µM | bead flow cytometry, Alexa488-MEK5 binding to MEKK2 WT; actives lie on both sides | 290,000 tested, 1.1% active | Q9Y2U5 | AID 1531; in the data active = binding response below about 67% or above about 130%
GPR7 antag – blocks human GPR7 receptor signaling; P48145; GPR7-expressing cells, fluorescence antagonist assay; inhibition, % at 4.4 µM; 290,000 tested, 1.1% active; in the data active = inhibition above about 16%, passing the limit was not always enough;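 also: cells stimulated with the agonist NPW; 0% = agonist with vehicle and 100% = vehicle without agonist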
Target sequence (P48145 whole entry, looked up): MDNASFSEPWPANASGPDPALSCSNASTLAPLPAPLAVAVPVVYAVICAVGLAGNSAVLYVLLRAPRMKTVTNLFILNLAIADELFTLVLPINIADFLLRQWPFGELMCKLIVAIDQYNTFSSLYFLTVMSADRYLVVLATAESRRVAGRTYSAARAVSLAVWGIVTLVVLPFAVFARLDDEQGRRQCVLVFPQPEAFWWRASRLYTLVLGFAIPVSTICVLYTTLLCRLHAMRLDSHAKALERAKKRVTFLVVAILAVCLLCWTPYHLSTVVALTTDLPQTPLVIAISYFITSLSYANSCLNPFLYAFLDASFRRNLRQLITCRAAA
NALP1 inh – blocks the NALP1 inflammasome reconstituted in yeast | S. cerevisiae NALP1/ASC/caspase-1 growth, X-gal OD620, 72 h | inhibition, % at 10 µM | 280,000 tested, 0.61% active; in the data active = inhibition mostly above about 24%, no sharp cut-off; inactive = mostly below about 32%; also: some compounds called inactive have numbers as strong as hits
GalR3 antag – human GalR3 antagonism | inhibition, % at 3 µM | AID 651719 | O60755 | HEK293 GalR3-CNG cAMP membrane potential fluorescence; galR3 body fused to GalR1 C-terminus | 360,000 tested, 0.44% active;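 active = inhibition above the screen-wide average plus 3 SD, cut at about 13% in these data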;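 also: forskolin and galanin both at EC90 stimulate the cells; cAMP rise reported by CNG channel membrane potential dye signal; 0% = forskolin plus galanin with DMSO and 100% = forskolin alone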
Target sequence (O60755 1-299 limits assumed): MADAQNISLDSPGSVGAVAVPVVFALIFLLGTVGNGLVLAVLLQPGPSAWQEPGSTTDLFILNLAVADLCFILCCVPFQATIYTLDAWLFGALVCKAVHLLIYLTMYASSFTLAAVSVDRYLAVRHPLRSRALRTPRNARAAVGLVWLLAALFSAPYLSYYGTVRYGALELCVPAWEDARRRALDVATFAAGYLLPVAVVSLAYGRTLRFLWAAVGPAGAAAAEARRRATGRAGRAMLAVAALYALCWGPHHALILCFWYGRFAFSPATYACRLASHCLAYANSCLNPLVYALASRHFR
OXTR agonist – activates the human oxytocin receptor; P30559; CHO-OTR cells, Fluo-8 calcium fluorescence; normalized: DMSO 0%, oxytocin 100%; activation, % at 3 µM; 320,000 tested, 0.32% active; AID 2435;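 active = activation above the mean of all tested compounds plus 3 SD, cutoff set per screening run, cut at about 20% in these data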;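 also: peak over basal fluorescence ratio from a 100 s FLIPR kinetic read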
MEKK2 mut-MEK5 – signal of MEK5 binding to mutant human MEKK2 PB1 domain; bead flow cytometry, Alexa488-MEK5 binding to MEKK2 mutant; percent response, % at 10 µM; 290,000 tested, 0.35% active; AID 1530; in the data active = percent response above about 24%, passing the limit was not always enough; also: inactives centre near 1; some results filed as inactive read as strong as hits
PfM18AAP inh – blocks P. falciparum M18 aspartyl aminopeptidase; 290,000 tested, 1.2% active; inhibition, % at 7.35 µM; AID 1822; recombinant PfM18AAP, H-Glu-NHMec fluorogenic cleavage;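 active = inhibition above the campaign mean inhibition over all tested compounds plus 3 SD, cut at about 28% in these data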;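 also: 0% = plate median of test compound wells and 100% = 2 mM ZnCl2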
V1R ag counter – V1a receptor agonism, counter-screen for OXTR agonists; P37288; 320,000 tested, 0.25% active; CHO-V1R cells, Fluo-8 calcium fluorescence, agonist mode; 0% DMSO, 100% 3 nM vasopressin; activation, % at 3 µM;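 active = activation above the mean activation of all tested compounds plus 3 SD, per screening run, cut at about 20% in these data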;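 also: signal is peak over basal fluorescence ratio across a 100 second FLIPR read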
Target sequence (P37288 whole entry, looked up): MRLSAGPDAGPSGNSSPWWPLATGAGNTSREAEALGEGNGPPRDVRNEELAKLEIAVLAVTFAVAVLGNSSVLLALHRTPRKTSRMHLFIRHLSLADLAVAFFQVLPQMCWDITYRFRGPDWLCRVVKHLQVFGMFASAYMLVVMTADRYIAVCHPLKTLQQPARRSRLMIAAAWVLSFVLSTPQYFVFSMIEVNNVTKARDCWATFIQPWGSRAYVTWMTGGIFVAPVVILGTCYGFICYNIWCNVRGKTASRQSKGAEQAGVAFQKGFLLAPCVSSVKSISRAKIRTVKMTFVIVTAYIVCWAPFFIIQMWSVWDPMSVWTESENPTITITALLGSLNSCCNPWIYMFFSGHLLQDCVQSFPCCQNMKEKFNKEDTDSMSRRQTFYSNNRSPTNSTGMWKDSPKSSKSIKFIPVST
The depositor's hits bear a star; x = not tested or not shown. Compounds were not picked by outcome; any-hit rate near 4.1%.

molecule	OXTR potentiator	MEKK2wt PB1 HTS	GPR7 antag	NALP1 inh	GalR3 antag	OXTR agonist	MEKK2 mut-MEK5	PfM18AAP inh	V1R ag counter
COC(=O)c1ccccc1NC(=O)Nc1cnccn1	5	95	8	21	0	1.2	-2	-6	-0.7
COc1cccc(C(=O)Nc2cccc(NC(=O)c3cccs3)c2)c1	-9	110	-12	x	-11	-1.8	4	-5	-1.0
Cc1nnc(NC(=O)C23CC4CC(CC(C4)C2)C3)s1	-12	107	-1	13	-11	-0.4	8	-5	-0.5
Cc1ccc(NC(=O)COC(=O)C2CCN(c3ccc(C(F)(F)F)cn3)CC2)cc1	-8	x	x	x	-5	-1.9	x	x	0.1
O=C(O)c1cc(S(=O)(=O)Nc2ccc3cn[nH]c3c2)ccc1O	3	x	x	x	3	1.7	x	x	0.0
CC1=CC(C)(C)N(C(=O)CSc2nnc(N)s2)c2cc(C)c(C)cc21	1	99	-12	-5	-8	-1.1	-5	-13	-0.7
Cc1nc2c(C#N)cnn2c2c1CCN(Cc1ccccc1)N2C	-5	101	-1	6	-1	-1.6	2	3	-1.1
O=C(NC1CCCC1)c1cc(-c2ccc(Cl)cc2Cl)on1	-3	91	-7	1	-6	-0.3	-1	0	0.8
N#Cc1ccccc1OCC(=O)NNC(=O)CCC1CCCC1	1	x	x	x	-1	-0.6	x	x	-0.5
Cc1nn(Cc2cccc(F)c2)c(C)c1NC(=O)c1ccc(COc2ccccc2Cl)cc1	-8	99	2	-4	-11	5.0	-2	4	5.7
O=C(CSc1ncn[nH]1)Nc1ccc(Br)cc1Br	-3	x	x	x	-5	1.7	x	x	1.3
Cc1ccccc1C(=O)Nc1ccc2c(c1)OCO2	-5	101	-1	4	-3	-0.1	4	2	-0.5
O=C(NC(=S)N1CCc2ccccc21)c1ccccc1	-7	123	9	-3	-8	-1.6	17	-7	-0.3
Cc1ccc(O)c(NC(=O)c2ccc3c(c2)C(=O)N(CC(C)C)C3=O)c1	-13	99	-15	21	-13	0.1	3	-6	0.6
O=C(Nc1ccc(S(=O)(=O)N2CCCC2)cc1Cl)C1=COCCO1	-3	94	-14	-4	-10	-1.1	1	2	-1.0
COCCCNC(=O)COC(=O)c1ccc(-c2nc3ccccc3s2)s1	-14	103	-7	-7	-7	4.2	2	1	6.8
COc1ccc(C2=NN(C(=O)c3cccs3)C(c3ccc(OC)cc3)C2)cc1 (configuration not stated)	-1	103	-9	32	-4	0.6	10	-1	0.6
Cc1ccc(C(=O)N2CCN(S(=O)(=O)c3ccc(C)c([N+](=O)[O-])c3)C2)cc1	-7	94	-1	-10	3	0.6	-3	-1	0.8
Cc1ccc(C(=O)OCC(=O)NC(C)C2CC3CCC2C3)cc1N (configuration not stated)	-3	x	x	x	-6	0.2	x	x	2.0
NNC(=O)COc1ccc(C2SCCS2)cc1	-17	75	2	-29	-3	-0.5	-8	-3	-0.9
OCC[C@H]1C[C@H](O)[C@@H](O)[C@@]2(CCc3ccccc3CO2)O1	-8	x	x	x	-7	0.5	x	x	0.9
CNc1c(-n2cc(C(=O)OC)c(C(=O)OC)c2C(=O)OC)c(=O)n(C)c(=O)n1C	-10	104	17	20	10	0.5	0	-6	1.1
C=CC(=O)N1CCCC(Nc2nc(Nc3ccc(N(C)C(=O)CC)cc3C)nc3nc[nH]c23)C1 (configuration not stated)	-1	x	x	x	-5	0.2	x	x	0.6
CCC(=O)Nc1cc(=O)[nH]c2ncnn12	-17	105	-16	6	2	0.3	2	2	1.1
Cc1ccc(C2CCN(C(=S)NC(C)C)C2)cc1 (configuration not stated)	3	58	-2	-3	9	-1.4	-40	-1	-1.5
COCCCNCC(O)C(F)(F)F (configuration not stated)	0	89	-3	-3	-7	1.0	-12	-4	0.0
CCC1CCCCN1CCCNC(=O)CC1Oc2ccccc2NC1=O (configuration not stated)	3	117	-9	-1	3	-0.1	7	6	0.5
Cc1cc2cc(CN(CCCN3CCOCC3)C(=O)NC3CCCCC3)c(=O)[nH]c2cc1C	0	89	-4	2	-3	-0.5	-10	6	0.1
Cn1nnnc1Sc1ncnc2scc(-c3ccc([N+](=O)[O-])cc3)c12	-5	x	x	x	-4	0.1	x	x	-0.1
COc1cccc(CSc2nnc(-c3ccncc3)n2N)c1	-11	108	3	6	-8	-1.3	9	5	0.8
Cc1cccc(Cn2c(N3CCCCC3C)nc3c2c(=O)[nH]c(=O)n3C)c1 (configuration not stated)	-1	104	-4	-75	1	-1.0	15	-2	-1.2
Cc1nc(C)c(-c2csc(NCc3ccco3)n2)s1	-3	98	-9	10	-3	-0.1	0	1	0.6
CCn1c(CNc2nc(-c3ccccc3)cs2)nnc1SCC(=O)NCc1ccccc1	0	101	-3	12	-2	1.7	-1	4	1.5
O=C(CCNS(=O)(=O)c1c(Cl)cccc1Cl)N1CCCC1	-4	x	x	x	-6	0.4	x	x	0.7
COc1ccc(OCCSc2nc(C)c(Cc3ccccc3)c(=O)[nH]2)cc1	-10	101	-9	-15	-6	0.1	0	-1	-0.5
CCN(CC)S(=O)(=O)c1ccc(Cl)c(C(=O)Nc2cc(C)nn2-c2ccccc2C(F)(F)F)c1	-1	100	-9	27	x	-1.1	15	2	-0.7
Cc1sc(-c2ccncc2)nc1OC(=O)c1cc(Cl)cc(Cl)c1	6	101	0	2	-1	0.4	5	3	1.2
CCc1ccc(OC(C)C(=O)Nc2ccc(S(=O)(=O)Nc3cc(C)on3)cc2)cc1 (configuration not stated)	-6	97	-9	-2	-9	11	6	4	6.5
CN(C(=O)c1cc2ccccc2cc1O)C1CCCCC1	-3	106	-14	20	0	-0.9	5	9	1.1
Cc1ccc(SCC(=O)NCCc2ccc(F)cc2)cc1	-10	109	-9	4	-1	-2.3	2	1	-1.2
Cc1oc(S(=O)(=O)N2CCOCC2)cc1C(=O)Nc1ccc(Cl)cc1	-7	106	-8	-1	-6	-0.4	2	1	4.1
COC(=O)c1cc(NC(=O)c2ccccc2)c(=O)oc1C	-8	99	-7	7	-4	1.1	-2	3	-0.4
O=C(NCCCN1CCOCC1)c1ccc(NC(=O)C2COc3ccccc3O2)cc1 (configuration not stated)	-7	101	8	7	-5	2.7	0	0	1.5
Cc1cc(C)nc(SCc2nnc(SCC(=O)Nc3c(C)cccc3C)o2)n1	-9	115	-1	10	5	-0.4	4	-6	1.2
OCC1(CCc2ccccc2)CCCN(CCCc2ccccc2)C1 (configuration not stated)	-6	117	3	21	-14	2.0	12	-1	1.9
NC(=O)C1CCN(C(=O)CN(c2cccc(C(F)(F)F)c2)S(=O)(=O)c2ccccc2)CC1	-10	97	11	-7	1	1.2	-2	3	-0.3
COc1ccnc(Oc2ccc(F)cc2)c1C(=O)N/C=N/OCc1ccc(Cl)cc1Cl	-5	99	-14	40	2	3.3	1	-3	3.2
CC1(C)CC(NS(=O)(=O)c2ccc(Cl)cc2)CC(C)(C)N1	-6	103	-9	14	-9	-0.4	1	0	-0.7
O=C(CCC(NC(=O)OCc1ccccc1)C(=O)O)OCc1ccccc1 (configuration not stated)	0	107	-3	15	-8	0.5	1	-6	0.2
Cc1cccc(C)c1NC(=O)Cn1nc(-c2ccccc2)nc1-c1ccccc1	-6	98	-9	27	-2	0.1	-3	-8	-0.2
O=C(c1cc(-c2ccccn2)nc2ccc(Br)cc12)N1CCN(S(=O)(=O)c2ccccc2)CC1	-6	74	10	21	-2	-0.9	-7	-7	-0.3
Cc1ccc(NC(=O)CN(C)S(=O)(=O)c2ccc3c(c2)n(C)c(=O)c(=O)n3C)cc1	-1	100	-12	21	-2	-0.9	-4	-2	-0.4
COC(=O)c1ccccc1NC(=O)c1ccc(NS(C)(=O)=O)cc1	-20	108	-12	-6	3	2.5	7	-4	0.7
COc1ccccc1N1CCN(C(=O)CCNC(=O)Cn2ccc3ccccc3c2=O)CC1	-9	98	0	0	-11	1.2	-2	-12	1.8
COC(=O)c1cc(NC(=O)N2c3ccccc3Sc3ccccc32)cc(C(=O)OC)c1	-2	91	10	0	1	-1.2	-7	-19	-0.9
CCOC(=O)c1c(NC(=O)CSc2nnc3ccccn23)sc2c1CCC2	-10	87	-17	12	-7	-2.2	-4	2	-0.9
Cc1cc(C)c(S(=O)(=O)Nc2ncccc2C)c(C)c1	-3	108	-7	-22	-11	-0.4	8	2	1.4
CC(C)(C)c1ccc(OCC(=O)N(c2ccccn2)C2CCCCC2)cc1	-5	101	5	24	-3	5.2	0	5	-0.7
O=C(NC(=S)N1CCN(C/C=C/c2ccccc2)CC1)c1ccc(F)cc1	-9	92	6	22	-2	1.5	-6	-2	5.3
COCCCC1CCN(C(=O)c2cc(COc3ccc(C)nc3)on2)CC1	-5	105	0	-2	-3	5.3	6	4	8.6

Additional structures.
molecule	OXTR potentiator	MEKK2wt PB1 HTS	GPR7 antag	NALP1 inh	GalR3 antag	OXTR agonist	MEKK2 mut-MEK5	PfM18AAP inh	V1R ag counter
C=C(C)COc1ccc(-c2nc(N)nc(C)c2Oc2ccccc2OC)c(O)c1	-13	106	-25	11	-9	-1.6	11	-2	2.3
CN(CC(=O)Nc1ccc(F)c(F)c1F)c1cnccn1	-10	94	-11	x	x	-0.7	-2	-1	-0.3
CCOC(=O)c1cc(=O)[nH]c2ccccc12	0	104	-2	0	-4	0.0	2	-5	0.4
CC(=O)c1cn(Cc2ccccc2)c(=O)n(Cc2ccc(F)cc2)c1=O	-9	98	-5	6	0	-1.0	-3	-3	0.0
CC(=O)Oc1ccc(-n2c(=O)c3ccccc3c3ccccc3c2=O)cc1	-2	97	2	7	-4	-0.2	-5	-7	-0.3
CCNc1nc(NCC)nc(N/N=C/c2ccc(O)c(O)c2)n1	-7	104	-7	-8	-4	-0.5	0	47*	-0.3
Cc1cc(-n2c(C)cc(C(=O)CSc3ccc4c(c3)OCCO4)c2C)no1	-23	99	1	14	-5	2.5	4	-10	1.6
Cc1cnc(C(=O)OCC(=O)NC(C)CCc2ccccc2)cn1 (configuration not stated)	-4	97	-1	0	-6	-0.8	-3	-3	0.5
Cc1cc(C)nc(NS(=O)(=O)c2ccc(NC(=O)c3cc(-c4ccccc4)nc4ccccc34)cc2)n1	-2	88	4	20	-1	0.3	-2	-8	0.7
Cc1ccc(CNC(=O)C2CC(c3cccc([N+](=O)[O-])c3)=NO2)cc1 (configuration not stated)	-14	104	32*	24	-12	2.8	3	-3	4.1
O=C(NNC1=NC2(CCCC2)Cc2ccccc21)c1ccncc1	-3	64	-9	16	-4	-0.2	-26	2	0.4
COc1ccc(CN(C)Cc2nc3cc(OC)c(OC)cc3c(=O)[nH]2)c(OC)c1	-11	98	-11	24	1	-0.5	-1	6	0.6

2 entries drawn at random from the list so far, as already listed:
molecule	OXTR potentiator	MEKK2wt PB1 HTS	GPR7 antag	NALP1 inh	GalR3 antag	OXTR agonist	MEKK2 mut-MEK5	PfM18AAP inh	V1R ag counter
Cc1cc(C)nc(NS(=O)(=O)c2ccc(NC(=O)c3cc(-c4ccccc4)nc4ccccc34)cc2)n1	-2	88	4	20	-1	0.3	-2	-8	0.7
O=C(NNC1=NC2(CCCC2)Cc2ccccc21)c1ccncc1	-3	64	-9	16	-4	-0.2	-26	2	0.4
